GSIS activator: GLuc luminescence reporter in INS-1E cells, primary screen for activators of glucose-dependent secretion of insulin | INS-1E GLuc reporter insulin secretion, 2-3 h | actives 0.61% (n = 370,000) | AID 743287 | activation, % at 16.6 µM;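 active means lowest replicate activation of at least 40%, so every replicate reaches that level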;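 further: 0% = median of neutral control wells and 100% = median of IBMX positive control wells; some compounds called inactive have numbers as strong as hits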
An asterisk follows results filed as active. Some of the compounds tested; rates above refer to the full screens.

SMILES	GSIS activator
COc1ccc([N+](=O)[O-])cc1C1NN=C(c2cccc3ccccc23)S1 (configuration not stated)	13.3
Cc1cc2ccccc2n1CCNC(=O)c1ccccc1	-24.4
COc1ccc(/C=N/N2CCN(C)CC2)cc1OC	8.3
Cn1c(-c2ccc(C=O)s2)nc2c3ccccc3c3ccccc3c21	-25.4
Cc1cc(C)cc(COn2ccnc2)c1	21.9
C/C(CC(=O)NC(C)C)=N\NC(=O)COc1cc(C)c(Br)cc1Br	-15.3
O=C(O)[C@H]1CCCC[C@H]1C(=O)NCCNC(=O)[C@@H]1CCCC[C@@H]1C(=O)O	-7.4
Cc1cccc(N(CC(=O)NCc2ccccc2)C(=O)Cn2nnc(-c3ccc(C)o3)n2)c1	-29.4
N/C(=N\OS(=O)(=O)c1ccccc1)c1ccccn1	6.0
Cc1ccc(Cn2c(Cc3ccccc3)nc3ccccc32)cc1	0.6
CN(c1ccc(S(=O)(=O)N2CCOCC2)cn1)C1CCCCC1	-4.6
O=C(CSc1nc2ccccc2o1)N1c2ccccc2Sc2ccc(C(F)(F)F)cc21	-27.1
Cn1c(COc2ccccc2)nnc1SCC(=O)Nc1ccc(N2CCOCC2)c(Cl)c1	9.9
CCCCN1c2cc(C)c(O)cc2C(C(=O)OCC)C1C (configuration not stated)	-1.6
CC1CC(C)CN(C(=O)c2cc(-c3ccccn3)nc3ccccc23)C1 (configuration not stated)	6.6
C=CCn1c(C)cc(C(=O)CN2C(=O)NC3(CCCc4ccccc43)C2=O)c1C (configuration not stated)	-1.7
CC1=NN(C(=O)Cc2ccccc2)C(O)(c2cccnc2)C1 (configuration not stated)	-4.9
Cc1ccc(Nc2oc(C)nc2C#N)cc1	4.5
CCC(C(=O)NCCCc1ccccc1)c1ccccc1 (configuration not stated)	-2.7
CCN(CC)S(=O)(=O)N1CCC(C(=O)NC2CCCc3ccccc32)CC1 (configuration not stated)	5.4
CC(=O)N(c1ccc2oc(=O)sc2c1)S(=O)(=O)c1ccccc1	0.6
C=CCn1c(NC(=O)c2ccccc2Cl)c(C#N)c2nc3ccccc3nc21	-42.1
CCC(C)NC(C(=O)Nc1ccc(Cl)c([N+](=O)[O-])c1)c1ccccc1 (configuration not stated)	-23.9
CC(C)(C)N1C(=O)c2ccc(C(=O)Nc3ccc(-c4nc5ccccc5[nH]4)cc3)cc2C1=O	11.9
CN(Cc1ccccc1)C(=O)CN1C(=O)C2C3C=CC(C3)C2C1=O (configuration not stated)	3.2
COc1ccc(OC)c(NC(=O)c2cccnc2Sc2ccccc2)c1	15.7
Cc1ccc(S(=O)(=O)Cc2ccc(C(=O)NCc3cccs3)o2)cc1	15.7
CCOC(=O)C(=O)N=Nc1c(O)[nH]c2ccccc12	4.8
CC(=O)c1ccc(N2C(=O)C3C(C2=O)C(C(=O)c2ccc(Cl)cc2)N2CCCC32)cc1 (configuration not stated)	10.7
COc1ccc(NS(=O)(=O)c2cccc3nsnc23)cc1OC	14.2
CCOP(=O)(OCC)C(Nc1ccccn1)c1ccccc1 (configuration not stated)	27.0
CC(C)COP(=O)(OCC(C)C)C(O)c1ccc(F)cc1 (configuration not stated)	-2.8
CCn1c(CNC(=O)COc2c(C)cccc2C)nnc1SCC(=O)Nc1nccs1	1.0
Cn1c(SCC(=O)Nc2nc3c(s2)CCCC3)nnc1-c1ccccc1	9.8
Fc1ccc(CNc2ccc(CNc3ncn[nH]3)cc2)cc1	10.2
CCNc1oc(-c2ccc(OC)cc2)nc1S(=O)(=O)c1ccc(Br)cc1	-15.2
COc1cccc(Nc2nnc(SCc3cc([N+](=O)[O-])cc4c3OCOC4)s2)c1	-21.4
Cc1onc(-c2ccccc2)c1C(=O)Nc1ccc2c(c1)OCO2	-6.3
CCCn1c(C)cc(C(=O)COC(=O)c2c(C)nn(-c3ccccc3)c2C)c1C	-31.7
Cc1cc(=O)[nH]c(SCC(=O)/C=C2\N(C)c3ccccc3C2(C)C)n1	-32.1
O=C(CCC(=O)N1CCCC1)Nc1nnc(C(F)(F)F)s1	-2.1
Cc1ccc(OCc2nnc(SCC(=O)Nc3cc(C)on3)n2C)cc1	11.2
CN(C)c1ccc(-c2noc(C3CCN(S(=O)(=O)c4cccc(Cl)c4)CC3)n2)cc1	-15.2
COc1cccc(C2CC(C(F)(F)F)n3nc(C(=O)NCc4cccnc4)cc3N2)c1 (configuration not stated)	2.5
COC1=C(Nc2ccccc2)C(=O)c2ccccc2C1=O	-3.9
COc1ccc(/C=C/C(=O)OCC(=O)Nc2cccc(C(C)=O)c2)cc1	-19.9
Cc1ccc(-n2c(N)c(C(N)=O)sc2=S)cc1	9.9
O=C(NNC(=O)c1ccccc1Br)c1ccc(SCC2CCCO2)c([N+](=O)[O-])c1 (configuration not stated)	-0.3
Cc1ccsc1C(=O)N(c1nc2ccccc2s1)c1c(C)cccc1C	-10.9
CCOC(=O)C1=NN(C(=O)Nc2cccc(C(F)(F)F)c2)C2C(=O)N(c3cccc(C(F)(F)F)c3)C(=O)C12 (configuration not stated)	100.1*
Cc1ccccc1NS(=O)(=O)c1cc(C(=O)N2CCc3ccccc3C2)ccc1C	-38.3
CCCCc1c(O)nc2n(c1=O)CCS2	10.1
COc1cccc(NS(=O)(=O)c2ccc3[nH]cc(C(=O)N(C)Cc4ccco4)c(=O)c3c2)c1	-5.1
Nc1nnnn1/N=C/c1cc(Cl)cc(Cl)c1OCc1ccc(Cl)cc1Cl	37.9
CCCc1nc2n[nH]c(N)c2c2c1COC(C)(C)C2	49.0*
COc1ccc(CCC(C)NC2C3CC4CC(C3)CC2C4)cc1 (configuration not stated)	-1.9
O=C(/C=C\c1ccco1)Nc1cc([N+](=O)[O-])ccc1F	-14.9
CON1C(=O)C(=O)N(OC)C2CCCCC21 (configuration not stated)	40.3
O=C(O)c1ccc2nc(-c3ccccc3)c(-c3ccccc3)nc2c1	12.8
Cc1ccc(-c2csc3nnc(SCC(=O)N4CCN(Cc5ccccc5)CC4)n23)cc1	-18.6
(further entries)
SMILES	GSIS activator
CC/C(=C/c1sc2ccccc2[n+]1CC)SC	-36.0
CC(=O)C(C(C)=O)c1c(Cl)c(O)c(O)c2c(C(=O)c3ccccc3)coc12	-3.8
Cc1cccc(/C=c2\s/c(=C\C(=O)C(C)(C)C)[nH]c2=O)c1	2.3
CCOc1ccccc1N(CC(=O)NCc1ccc(OC)cc1)S(C)(=O)=O	3.5
CCOC(=O)C1=C(c2ccccc2)N=C2SCC(=O)N2C1c1cccc(OC)c1 (configuration not stated)	-22.7
COc1cc2c(cc1OC)C1=NC(=O)CN1C(SCc1ccc(C)cc1)=N2	-17.3
COC(=O)c1ccc2ncccc2c1	-2.3
COc1ccc(N2C(=O)C3C4C=CC(C4)C3C2=O)c(OC)c1 (configuration not stated)	4.4
Cn1cc([N+](=O)[O-])c(C(=O)Nc2ccn(Cc3c(F)c(F)cc(F)c3F)n2)n1	-1.7
Cc1ccnc2nc(C(=O)NCCc3ccc(F)cc3)nn12	-9.8
CC1Cc2nc(SCC(=O)Nc3ccc(F)cc3)n(C)c(=O)c2S1 (configuration not stated)	-1.9
Cc1nc(SCC(=O)Nc2ccc3c(c2)OCCO3)c2oc3ccccc3c2n1	-24.4
O=S(=O)(N/N=C/c1ccccc1OCc1ccc(Cl)cc1)c1ccccc1	-17.0
Cc1ccc(NC(=O)Cc2ccccc2Cl)cc1S(=O)(=O)N(C)C	-18.1
Cc1ccccc1-n1ncc2c(SCC(=O)NCc3cccs3)ncnc21	-19.6
CN(c1ccccc1)c1nc(N)c([N+](=O)[O-])c(NCc2ccco2)n1	19.3
O=[N+]([O-])c1cc(-c2cnc3ccccc3n2)ccc1Oc1ccc(F)cc1	-21.8
O=C(NCc1ccncc1)C(=O)Nc1nc(C23CC4CC(CC(C4)C2)C3)cs1	-21.5
Cc1sc(NC(=O)c2cccs2)c(C(N)=O)c1C	-12.0
COc1ccc(-c2[nH]ncc2-c2ccc3c(c2)OCCO3)c(O)c1	18.0
Cc1ccn2c(NC(=O)c3cccs3)c(-c3ccccc3)nc2c1	-2.3
CCOC(=O)CNC(=O)Cn1cnc2sc(C)c(S(=O)(=O)N3CCC(C)CC3)c2c1=O	3.2
COC(=O)c1n[nH]nc1-c1ccccc1	12.2
Cc1ccc(C(=O)N/C(=C\c2cccs2)C(=O)NCCc2c[nH]c3ccccc23)cc1	-14.5

A different layout for 20 compounds above:
smiles,GSIS activator
CC(=O)C(C(C)=O)c1c(Cl)c(O)c(O)c2c(C(=O)c3ccccc3)coc12,-3.8
Cc1cccc(/C=c2\s/c(=C\C(=O)C(C)(C)C)[nH]c2=O)c1,2.3
CCOc1ccccc1N(CC(=O)NCc1ccc(OC)cc1)S(C)(=O)=O,3.5
CCOC(=O)C1=C(c2ccccc2)N=C2SCC(=O)N2C1c1cccc(OC)c1 (configuration not stated),-22.7
COc1cc2c(cc1OC)C1=NC(=O)CN1C(SCc1ccc(C)cc1)=N2,-17.3
COC(=O)c1ccc2ncccc2c1,-2.3
COc1ccc(N2C(=O)C3C4C=CC(C4)C3C2=O)c(OC)c1 (configuration not stated),4.4
Cn1cc([N+](=O)[O-])c(C(=O)Nc2ccn(Cc3c(F)c(F)cc(F)c3F)n2)n1,-1.7
Cc1ccnc2nc(C(=O)NCCc3ccc(F)cc3)nn12,-9.8
CC1Cc2nc(SCC(=O)Nc3ccc(F)cc3)n(C)c(=O)c2S1 (configuration not stated),-1.9
Cc1nc(SCC(=O)Nc2ccc3c(c2)OCCO3)c2oc3ccccc3c2n1,-24.4
O=S(=O)(N/N=C/c1ccccc1OCc1ccc(Cl)cc1)c1ccccc1,-17.0
Cc1ccc(NC(=O)Cc2ccccc2Cl)cc1S(=O)(=O)N(C)C,-18.1
Cc1ccccc1-n1ncc2c(SCC(=O)NCc3cccs3)ncnc21,-19.6
CN(c1ccccc1)c1nc(N)c([N+](=O)[O-])c(NCc2ccco2)n1,19.3
O=[N+]([O-])c1cc(-c2cnc3ccccc3n2)ccc1Oc1ccc(F)cc1,-21.8
O=C(NCc1ccncc1)C(=O)Nc1nc(C23CC4CC(CC(C4)C2)C3)cs1,-21.5
Cc1sc(NC(=O)c2cccs2)c(C(N)=O)c1C,-12.0
COc1ccc(-c2[nH]ncc2-c2ccc3c(c2)OCCO3)c(O)c1,18.0
Cc1ccn2c(NC(=O)c3cccs3)c(-c3ccccc3)nc2c1,-2.3

The list goes on:
SMILES	GSIS activator
C=CCOc1nc2c(c(=O)n(C)c(=O)n2C)n1Cc1ccccc1Cl	-16.9
CCN(CC)Cc1c(C(=O)OC)nnn1-c1nonc1N	-2.6
COc1ccc(N2C(=O)CSC23CCC(C(C)(C)C)CC3)cc1 (configuration not stated)	-20.3
Cc1nn(C(=O)c2ccco2)c(C)c1Sc1ccc(Br)cc1	-3.0
Cc1cccc(NC(=O)c2ccc(N3CCCCC3)c([N+](=O)[O-])c2)n1	-4.6
O=C(NCCN1CCOCC1)c1cnn2c(-c3ccccc3)cc(-c3ccccc3)nc12	-18.7
COc1ccc(N(CCC#N)S(=O)(=O)c2ccc(Cl)cc2)cc1	13.0
Cc1ccc(NC(=O)Cn2c(C)cc(C)c(C#N)c2=O)c(Cl)c1	13.2
CCOc1ccc(-n2c(=O)[nH]cc(C(=O)N3CCc4ccccc43)c2=O)cc1	7.5
COC(=O)Cn1nc(-c2ccccc2)c2ccccc2c1=O	20.9
O=C1CC(c2cc3c(cc2Br)OCO3)C2=C(CCCC2=O)N1 (configuration not stated)	-1.2
CCOC(=O)Cn1cnc2sc3c(c2c1=O)CCC3	6.5
Cc1cc(S(=O)(=O)N2CCC(N3CCCCC3)CC2)ccc1-n1cnnn1	14.1
COc1ccccc1OC(C)C(=O)O (configuration not stated)	11.2
CCC(C)NC(=O)c1c(C)cc(=O)oc1C (configuration not stated)	7.1
Cn1c(O)c(N=Nc2nc(-c3ccccc3)cs2)c2ccccc21	-27.5
CC(=O)Nc1ccc(S(=O)(=O)NNC(=O)COc2cccc(C)c2)cc1	27.3
COc1ccccc1Oc1ccc2c(c1)C(=O)N(c1ccc(C)cc1)C2=O	56.8
COc1ccc(-c2cc(C(F)(F)F)n3nc(C(=O)N4CCOCC4)nc3n2)cc1	4.2
O=C1CSC(c2cn(-c3ccccc3)nc2-c2cccs2)N1Cc1ccccc1 (configuration not stated)	-4.5
Cc1ccc(OCC(=O)Nc2ccc(S(=O)(=O)Nc3onc(C)c3C)cc2)cc1	23.9
Cc1ccc(NCN2C(=O)C3CC=C(Cl)CC3C2=O)cc1 (configuration not stated)	0.3
O=C(Nc1nccs1)c1cc(S(=O)(=O)N2CCOCC2)c(Cl)cc1Cl	-12.1
COc1ccc(C(=O)COC(=O)C(CCCCN2C(=O)C3C4C=CC(C4)C3C2=O)N2C(=O)C3C4C=CC(C4)C3C2=O)cc1 (configuration not stated)	-17.5
COC(=O)c1c(C)[nH]c(C(=O)/C=C/c2ccc(Cl)cc2)c1C	-2.1
Cc1nc(NCCCn2ccnc2)c2ccccc2n1	5.9
Cc1cc([N+](=O)[O-])cc(C)c1OCC(=O)N/N=C/c1ccc(OC(=O)c2ccccc2)cc1	-27.4
COC(=O)c1ccc(C(=O)Nc2cc(Cl)ccc2Cl)cc1NC(=O)c1ccccc1C	82.6*
CNC(=S)NN(C)c1nc(C)cc(C)n1	7.9
COC(=O)c1ccc(C(=O)OC)c(NS(C)(=O)=O)c1	29.5
COc1ccc(-c2noc(CCC(=O)Nc3nc4ccccc4s3)n2)cc1	5.6
C/C(=N\NC(=O)Cc1cccc2ccccc12)c1ccncc1	24.8
C[n+]1cc[nH]c1SCC(=O)c1ccccc1	8.8
CCOC(=O)C1CCN(C(=O)COc2ccc(Cl)cc2C)CC1	52.1
NC(=O)CCCC1=NS(=O)(=O)c2ccccc2N1	15.8
Clc1ccc2nc(CSc3nnc4ccccn34)cn2c1	16.2
CCC1=Nc2ccccc2NC2=C1C(=O)CCC2	9.8
CC1(C)Nc2ccccc2N(CC(=O)N2CCCCC2)C1=O	17.7
COc1ccc(S(=O)(=O)NN=C2CCCC2)cc1	6.3
CC1=NC(=O)C(N=Nc2cccc(O)c2)N1c1ccccc1 (configuration not stated)	-16.9
COc1ccccc1-n1c(=O)oc2ccc(Cl)cc2c1=O	-22.5
COc1nc(NCCN2CCOCC2)nc(Nc2ccc([N+](=O)[O-])cc2)n1	-5.4
Cc1ccc(NC(=O)/C(=C\c2cccnc2)NC(=O)c2ccco2)cc1	3.1
Cc1cc(Cl)cc(Cl)c1OCCOc1cccc2cccnc12	5.1

Screening data: PubChem BioAssay, Broad Institute
